# High-throughput results as filed in PubChem BioAssay.
# SSB-PriA inh: inhibitors of Klebsiella pneumoniae PriA binding to SSB C-terminal tail, primary screen, biochemical, AlphaScreen; actives 0.6% (n = 430,000); PriA–SSB C-terminal tail interaction (Klebsiella pneumoniae); AID 1272365, 2023; inhibition, % at 33 µM; AlphaScreen SSBct-PriA binding, biotinylated peptide; in the data active = inhibition mostly above about 37%, no sharp cut-off; inactive = mostly below about 20%;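 note: plate controls were negative control peptide for no effect and reference peptide for full effect; strong numbers were not always called active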
# Active calls of the source: *; i = inactive; & = joins results of further samples.
SMILES,SSB-PriA inh
COc1ccc(CCNC(=O)N2CCN(Cc3nc(-c4cccs4)cs3)CC2)cc1,-2.0
CC(NC(=S)NC1CCCCC1)C(c1ccccc1)N1CCN(C)CC1 (stereo not given),4.0
O=C(COc1ccc(Cl)cc1Cl)NCCn1ccc(-c2cccs2)n1,-5.0
CCOc1ccc(NC(=O)/C=C\C(=O)O)cc1,10.0
O=C(NCc1cccs1)N1CCC(CSCc2ccco2)CC1,2.0
Cc1cc(NC(=O)c2cc(=O)c3ccccc3o2)n(-c2nc(-c3ccccc3)cs2)n1,-18.0
O=C(c1ccc2nc[nH]c2c1)N1CC(c2nc(-c3cccc(C(F)(F)F)c3)no2)C1,-4.0
COCC(=O)NCCNc1cc(-n2cccc2)nc(C)n1,-15.0
Cc1ccnc(NS(=O)(=O)c2ccc(NC(=O)CCc3ccc(=O)n(C)n3)cc2)n1,-5.0
O=C(c1ccc(Cn2ccnc2)cc1)N1CCc2ncncc2C1,-7.0
Nc1c(S(=O)(=O)c2cccc(Cl)c2)c2nc3ccccc3nc2n1Cc1ccco1,9.0
O=C(CSc1cccc2cccnc12)N/N=C/c1ccc(Br)cc1,i
COc1ccc(C(=O)COC(=O)CCc2c[nH]c3ccccc23)cc1,12.0
COc1cc2c(cc1OC)C(COc1ccc(F)cc1)N(C(=O)c1ccc(Cl)cc1Cl)CC2 (stereo not given),0.0
CC(C)(C)N(C(=O)c1cc(=O)c2ccccc2o1)C(=O)N1CCCCC1,0.0
COC(=O)C1Cc2cc(Cl)ccc2C(=O)O1 (stereo not given),-12.0
CCn1c(=NC(=O)CS(=O)(=O)c2ccc(F)cc2)sc2cc([N+](=O)[O-])ccc21,1.0
CSc1ccc(NC(=O)c2ccc(S(=O)(=O)N3CCCCC3)cc2)nn1,-9.0
O=C(CCCS(=O)(=O)c1ccc(F)cc1)Nc1cccc2ccccc12,-3.0
O=C(Cc1ccc(Cl)s1)Nc1nnc(-c2cc3ccccc3o2)o1,18.0
C=CCOC(=O)COc1cc2occ(-c3ccc4c(c3)OCCO4)c(=O)c2cc1CC,-2.0
CCN(CC)CCCNC(=O)Nc1c[nH]c2ccccc12,3.0
COc1ccc2nc(N(CCN(C)C)C(=O)CSc3ccc(Cl)cc3)sc2c1,1.0&9.0
N#CC(C(=O)C(c1ccccc1)c1ccccc1)c1nc2ccccc2s1 (stereo not given),-8.0&-8.0
O=C(NCc1cc(-c2ccc(F)cc2F)on1)c1cnccn1,9.0
Cc1nc2c(c(=O)c3ccccc3n2C)c(=O)n1[C@@H](C)c1ccccc1,-5.0
COc1ccc(-c2cc3c(SCC(=O)Nc4ccc(C)cc4Br)nccn3n2)cc1,-19.0
CO[C@@H](CNC(=O)c1cc(C)cs1)c1cccc(F)c1,-17.0
COC(=O)c1sccc1N(Cc1cccc(F)c1)S(C)(=O)=O,-2.0
CC(N)Cc1cccs1 (stereo not given),22.0
O=C(NCc1ccc(F)c(Cl)c1)c1cn[nH]n1,-15.0
Cc1c(CNC(=O)c2ccsc2)sc2nc(-c3ccc(F)cc3)cn12,-9.0
O=S(=O)(N[C@H](c1cccnc1)C1CCOCC1)c1ccc(-n2cccn2)cc1,-11.0
Cc1cc(NS(=O)(=O)Cc2noc3ccccc23)on1,-6.0
Cc1ccn(-c2ccc(N3CCN(C(=O)c4ccco4)CC3)nn2)n1,-20.0&-7.0
Cc1cc(C(=O)NCC2CCN(c3cnccn3)CC2)c(C)o1,-2.0
COc1ccccc1OCC(=O)Nc1ccc(CC(=O)NCc2cccs2)cc1,-30.0
COc1cccc(NC(=O)CCSc2cc(C)c3ccccc3n2)c1,-15.0
O=[N+]([O-])c1cc(Cl)ccc1-c1ccc(/C=C/c2nc3ccccc3o2)o1,20.0
Cc1nc(-n2cccc2)sc1C(=O)N1CCN(c2cc(-n3cncn3)ncn2)CC1,-4.0

# Six consecutive entries out of the list so far, quoted:
SMILES,SSB-PriA inh
C=CCOC(=O)COc1cc2occ(-c3ccc4c(c3)OCCO4)c(=O)c2cc1CC,-2.0
CCN(CC)CCCNC(=O)Nc1c[nH]c2ccccc12,3.0
COc1ccc2nc(N(CCN(C)C)C(=O)CSc3ccc(Cl)cc3)sc2c1,1.0&9.0
N#CC(C(=O)C(c1ccccc1)c1ccccc1)c1nc2ccccc2s1 (stereo not given),-8.0&-8.0
O=C(NCc1cc(-c2ccc(F)cc2F)on1)c1cnccn1,9.0
Cc1nc2c(c(=O)c3ccccc3n2C)c(=O)n1[C@@H](C)c1ccccc1,-5.0

# More results:
SMILES,SSB-PriA inh
O=C(N[C@@H](Cc1c[nH]c2ccccc12)C(=O)O)c1ccc(F)cc1,-8.0
CC(C)n1c(=O)c2ccccc2n(Cc2nc(-c3ccc(F)cc3)no2)c1=O,-19.0
CCOC(=O)Nc1ccc2c(c1)N(C(=O)C(C)C)CCC2,-7.0
O=C(Cc1ccccc1Cl)NCc1ccc(C(=O)c2cccs2)s1,-6.0
O=C(CSc1nnc2ccc3ccccc3n12)c1ccccc1,-1.0
Cc1cc(C)n(C(C)CNC(=O)c2ccccc2Cl)n1 (stereo not given),-1.0
NC(=S)NN=Cc1coc2cc(Cl)ccc2c1=O,-16.2
CCOC(=O)c1c(NC(=O)c2ccco2)sc(C)c1-c1ccc(F)cc1,-13.0
CCOc1ccccc1-n1nnc(C(=O)OCc2ccccc2Cl)c1C,-12.0
O=C1NC(=O)C(=Cc2cn(-c3ccccc3)nc2-c2cccc(Br)c2)C(=O)N1,-18.0
Cc1cc(OC2CCN(C(=O)c3cnc4ccccc4n3)CC2)cc(=O)o1,-1.0
Cc1cc(-c2nnc(NC(=O)c3c[nH]c4ccccc34)o2)c(C)o1,-23.0
Cc1ccc(C(=O)ON=Cc2ccc(N(C)C)cc2)cc1,-8.0
COc1cc(OC)cc(C(=O)Nc2ccc(OC)c(N3CCCCC3=O)c2)c1,13.0
CCOc1ccc(C(=O)N2CCN(c3ccc(N4CCCCCC4)nn3)CC2)cc1,1.0&7.0
COc1ccc(CCC(=O)NC(C)Cc2ccoc2)cc1 (stereo not given),-3.0
Cc1ccc(C)c(NC(=S)NCCCO)c1,-11.0
Cn1nc(-c2ccc(F)cc2)cc1C(=O)N1CCSC1c1ccc(C(F)(F)F)cc1 (stereo not given),9.0
Cc1cc([N+](=O)[O-])ccc1NC(=O)C(=O)N1CCN(C(c2ccccc2)c2ccccc2)CC1,11.0
CC(=O)ON=C(N)Cc1ccc(-c2csnn2)cc1,-10.8
COc1ccc(C2c3c(n[nH]c3C)OC(=N)C2C#N)cc1COc1ccc(F)cc1 (stereo not given),-9.0
Nc1cc(-c2cccs2)no1,8.0
COCCSc1nc2c(c(C(F)(F)F)c1C#N)CCCC2,-74.0
N#CC(=NNc1ccc([N+](=O)[O-])cc1)C(=N)N1CCCCC1,7.0
CN1C(=O)C(=NOC(=O)c2ccccc2)c2ccccc21,-5.1
CCOC(=O)c1c(NC(=O)c2ccc(Cl)cc2)sc2c1CCCC2,-2.0
COC(=O)/C=C(\I)C(=O)OC,-13.0
COc1cccc(C(=O)N2CCN(c3ccccn3)CC2)c1OC,32.1
CSCC(C)(O)CNC(=O)CSCc1ccccc1 (stereo not given),-25.0
COC(=O)c1sccc1NN=C(C)c1ccc(F)c(Cl)c1,-6.7
O=C(CN1CC(c2nc(-c3cccc(C(F)(F)F)c3)no2)C1)NC1CCCCC1,-9.0
NS(=O)(=O)c1ccc(NC(=O)CSc2nnc3scc(-c4ccccc4)n23)cc1,-14.0
CS(=O)(=O)N1CCC(CNS(=O)(=O)c2ccccc2OC(F)(F)F)CC1,-8.0
COC(=O)c1sccc1S(=O)(=O)N1CCC(Oc2cccnn2)CC1,-13.0
ON=Cc1ccc2cccc(O)c2n1,-2.6
O=S(=O)(c1ccccc1)C1CCN(S(=O)(=O)Cc2ccc(C(F)(F)F)cc2)C1 (stereo not given),-17.0
O=C(CC(c1ccccc1)c1ccccc1)NCCC(O)C1CC1 (stereo not given),4.0
COc1ccc(CCS(=O)(=O)NCC2CCN(C(=O)c3cc4ccccc4o3)CC2)cc1,-11.0
CC(C)(C)c1ccc(C(=O)NCc2n[nH]c(=S)n2-c2ccc(Cl)c(Cl)c2)cc1,8.0
O=C(NNC(=O)c1cc(=O)c2ccccc2o1)c1ccc(=O)n(Cc2ccc(Cl)cc2)c1,-5.0
Cc1cc(-c2nnc(NC(=O)C3CCCN3S(=O)(=O)c3cccs3)o2)n(C)n1 (stereo not given),-7.0
Cc1nsc(C(=O)N2CCN(c3ccccc3F)CC2)n1,3.0
COC(=O)c1ccc(NC(=O)c2ccc(S(=O)(=O)NC3CC3)o2)cc1,-11.0
CCc1ccc2nc(N(Cc3cccnc3)C(=O)CN3C(=O)CCC3=O)sc2c1,-14.0
COc1cccc(C(=O)Nc2c(C(=O)Nc3ccc4c(c3)OCO4)oc3ccccc23)c1OC,2.0
Cc1c(Cl)cccc1S(=O)(=O)NCc1cc(-c2ccco2)n(C)n1,2.0
O=C(NCC1CCN(c2ccccn2)CC1)c1ccccn1,-1.0
CC1Cc2ccccc2N1C(=O)c1cccn(Cc2ccccc2Cl)c1=O (stereo not given),-16.0&5.0
O=S(=O)(c1ccc(C(F)(F)F)cc1)N1CC(c2nc(Cc3ccccc3)no2)C1,-11.0
COc1ccccc1/C=C/C=NNC(=O)CN1CCN(S(=O)(=O)c2ccc(C)cc2)CC1,14.2
CC(=NNC(=O)c1c(Br)c(C)nn1C)c1ccc(NC(=O)c2ccoc2C)cc1,2.0
Cc1ccc(C)c(Cn2nc(-c3cccs3)c3sc(N4CCOCC4)nc3c2=O)c1,-7.0
O=C(CSc1nncc(=O)[nH]1)Nc1ccc(F)cc1F,-5.0
COc1ccc(S(=O)(=O)Nc2ccc3oc(=O)sc3c2)cc1[N+](=O)[O-],2.0
Cn1nc(CNC(=O)c2cc(-c3ccco3)on2)c2c1CCOC2,6.0
O=C(NCC[C@H](O)c1ccc2c(c1)OCO2)Nc1cccc(C(F)(F)F)c1,5.0
COc1ccc2[nH]cc(C(=O)c3ccncc3)c(=O)c2c1,5.0
CCCCOc1ccccc1NC(=O)Oc1ccccc1,-9.0&0.0
CCOc1ccc(S(=O)(=O)N2CCc3ccccc3C2)c2ccccc12,-23.0
O=C(CSc1ccc2nnc(CCNC(=O)c3ccccc3)n2n1)Nc1nc2ccccc2s1,-1.0

# The list goes on:
SMILES,SSB-PriA inh
O=C(NN=Cc1ccccn1)c1cc(-c2ccc(Br)s2)[nH]n1,-1.9
COCc1cc2nn(CC(=O)Nc3cc(C)on3)c(=O)n2c(-c2ccccc2)n1,-32.0
O=C(NCc1cccs1)c1nnc2n(c1=O)CCN2c1ccccc1,-4.0&-4.0
CCc1cccc(NC(=O)NCCNc2cc(Nc3ccccn3)nc(C)n2)c1,0.0
O=C(CS(=O)(=O)c1ccc(Cl)s1)Nc1nc2ccccc2s1,19.0
Cc1ccc2oc(C(=O)Nc3cccc(C(F)(F)F)c3)cc2n1,-6.0
O=C(Nc1ccc(F)c(C(F)(F)F)c1)c1cccc(Oc2ccccn2)c1,-21.0
COc1ccccc1C(=O)NN=Cc1cnc2ccccc2n1,-3.3
O=S(=O)(Cc1ccccc1)Nc1ccc2c(c1)CN(S(=O)(=O)c1ccccc1)CC2,3.0
NCCCCCC(=O)O[C@@H]1N=C(c2ccccc2Cl)c2cc(Br)ccc2NC1=O,8.8
CCOc1cc(C=NNC(=O)C(=O)Nc2cc(Cl)ccc2C)ccc1O,-6.7
COc1ccc(NC(=O)CC2NC(=O)NC2=O)cc1 (stereo not given),2.0
COc1ccc(C(=O)N2CCC3(Cl)CCCCC3C2c2ccccc2)cc1 (stereo not given),-6.0
CCOc1cc(Cl)c(S(=O)(=O)n2ccnc2C(C)C)cc1Cl,-4.0
CCOc1cc(C=NNC(=O)Cc2ccc(C(F)(F)F)cc2[N+](=O)[O-])c(Br)cc1OC,-15.6
Cc1ccc(NC(=O)N(CCCCN2C(=O)c3ccccc3C2=O)c2ccc(C)cc2)cc1,-10.0&-10.0
Nc1nc(Cl)cc(N2CCCCC2)n1,7.0
CC(C)CS(=O)(=O)C1CCN(C(=O)c2cncc(Br)c2)CC1,2.0
Cc1cc(C)c(S(=O)(=O)N2CCC3(CC2)C(=O)N(C)C(=O)N3C)c(C)c1,-5.0
O=C(Nc1cnn(CC2CCOCC2)c1)c1ccccc1Br,-8.0
O=C(Cn1cnc2c([nH]c3ccccc32)c1=O)NCC1CCN(Cc2ccccc2F)CC1,-5.0
COC(=O)Nc1ccc(S(=O)(=O)N2CCS[C@H](c3cc(F)ccc3F)CC2)cc1,-12.0
CSc1cccc(-c2nnc(NC(=O)c3ccc(Cl)cc3)o2)c1,-24.0
Cn1nc(-c2cccc(NC(=O)Nc3ccc(Cl)cc3Cl)c2)ccc1=O,-9.0
COC(=O)Cn1c(-c2ccc(Br)cc2)cnc1SCC(=O)N1CCCC1,2.0
Cc1ccc(CC(=O)N2CCNC(=O)C2C)c(C)c1 (stereo not given),-11.0
COc1ccc(C(=O)ON=C(c2cccs2)C(C)(C)C)cc1,-17.3
Cc1cc(C)nc(NN=CC2=C(N3CCOCC3)/C(=C\c3ccc(Cl)cc3)CC2)n1,-11.2
O=S(=O)(NCC1(O)CCc2ccccc2C1)c1cccc2ccccc12 (stereo not given),-8.0
C(=NNC1=Nc2cccc3cccc1c23)c1ccccc1,34.0
O=C(COc1ccccc1F)NCCOc1ccc2c(c1)OCO2,9.0
O=C(OC1CN(c2nc3c(Cl)cccc3s2)C1)c1ccc(=O)[nH]n1,-43.0
CCc1ccc(S(=O)(=O)NCCc2csc(C)n2)cc1,9.0
COCCN1C(=O)N(c2ccc(F)cc2)C(=O)C1CC(=O)NCc1ccccc1 (stereo not given),-17.0

# Looked up one by one from above:
SMILES,SSB-PriA inh
O=C(COc1ccc(Cl)cc1Cl)NCCn1ccc(-c2cccs2)n1,-5.0
COc1ccc(-c2cc3c(SCC(=O)Nc4ccc(C)cc4Br)nccn3n2)cc1,-19.0
N#CC(C(=O)C(c1ccccc1)c1ccccc1)c1nc2ccccc2s1 (stereo not given),-8.0&-8.0
CSc1ccc(NC(=O)c2ccc(S(=O)(=O)N3CCCCC3)cc2)nn1,-9.0
O=C(CN1CC(c2nc(-c3cccc(C(F)(F)F)c3)no2)C1)NC1CCCCC1,-9.0
CCc1cccc(NC(=O)NCCNc2cc(Nc3ccccn3)nc(C)n2)c1,0.0

# This is a subset, so the mix of outcomes need not match the whole.
